Source: PubChem BioAssay
IMPase inh: qHTS Assay for Identifying the Cell-Membrane Permeable IMPase Inhibitors; AID 901, 2007; 120,000 tested, under 10 active; CHO-M1 cells, IP1 accumulation, HTRF TR-FRET ratio; inhibition (IP1 accumulation), % at 46.1 µM; Inositol monophosphatase 1 (Rattus norvegicus), P97697; active = well fitted curve in the direction sought with a large enough effect in the signal ratio, not every such curve was filed as active; inconclusive = small, poorly fitted or top-dose-only effect, or a change in a side signal; inactive = no such curve, though single readings can be large or run the other way; the % refers to the signal ratio;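 note: cells stimulated with carbachol in lithium chloride buffer; plate controls were DMSO basal wells for no effect and reference inhibitor wells for full effect; higher means more IMPase inhibition seen as more IP1 and lower FRET ratio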
Target sequence (P97697 whole entry, looked up): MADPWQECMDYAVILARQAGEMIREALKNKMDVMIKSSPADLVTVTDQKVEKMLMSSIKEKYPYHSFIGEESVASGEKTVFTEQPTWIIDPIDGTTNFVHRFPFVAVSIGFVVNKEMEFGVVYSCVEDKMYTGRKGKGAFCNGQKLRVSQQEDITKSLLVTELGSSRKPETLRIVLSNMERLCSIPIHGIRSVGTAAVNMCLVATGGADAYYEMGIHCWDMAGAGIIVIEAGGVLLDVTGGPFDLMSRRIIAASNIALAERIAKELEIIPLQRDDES
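CHO-M1, 2000 cells/well, cultured 16–30 h; cpd up to 46 uM; carbachol (50 uM solution, stimulation buffer w/ 50 mM LiCl, pH 7.4), 30 min 37C; IP-One TR-FRET, 10 min RT; Ex 320/Em 665, 620; Hill-fit AC50.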
PNC inhibitor: High Content Assay for Compounds that inhibit the Assembly of the Perinucleolar Compartment. PC3M PTB-GFP, PNC prevalence imaging, 16 h; stronger effect = lower value. activity change (PNC), negative = inhibition, % at 10 µM. 3.1% of 140,000 active. AID 2417, 2010;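 active = readout at or below -70, meaning at least 70% loss of cells showing the perinucleolar compartment, a nuclear body marking cancer cells; inconclusive = readout between -30 and a set limit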;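 note: plate controls were DMSO wells for no effect and camptothecin positive control wells for full effect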
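Compounds are pinned in duplicate onto adhered PC3M cells stably expressing GFP-tagged PTB and incubated 16 h at 37 C. Cells are then fixed, nuclei stained with Hoechst, and PNC-positive cells counted.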
15-hLO-2 inh: qHTS Assay for Inhibitors of 15-hLO-2 (15-human lipoxygenase 2); Potency, µM (top dose mostly 57.1 µM), inactives show top-dose activity change, negative = inhibition, most hits filed as inhibitors; purified 15hLO-2, xylenol orange hydroperoxide absorbance; 0.56% of 110,000 active; Polyunsaturated fatty acid lipoxygenase ALOX15B (Homo sapiens), O15296; note: potency is the fitted concentration of half-maximal effect; nearly all actives have a fitted effect of over 60% in size; many of its hits are not listed in these tables
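Purified human 15hLO-2 (50 nM final) preincubated with compounds 15 min at room temperature in 25 mM Hepes pH 7.5, 0.01% Triton X-100, then 45 uM arachidonic acid added for 90 min; hydroperoxide detected via ferrous/xylenol orange, 573/405 nm absorbance ratio.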
12-hLO inh: qHTS Assay for Inhibitors of 12-hLO (12-human lipoxygenase) | purified 12-hLO, xylenol orange hydroperoxide absorbance | Potency, µM (doses to about 57.1 µM), inactives show top-dose activity change, negative = inhibition, usual class: inhibitors | 0.12% of 150,000 active; note: potency is the fitted concentration of half-maximal effect; nearly all actives have a fitted effect of over 55% in size; many of its hits are not listed in these tables
Target sequence (P18054 whole entry, looked up): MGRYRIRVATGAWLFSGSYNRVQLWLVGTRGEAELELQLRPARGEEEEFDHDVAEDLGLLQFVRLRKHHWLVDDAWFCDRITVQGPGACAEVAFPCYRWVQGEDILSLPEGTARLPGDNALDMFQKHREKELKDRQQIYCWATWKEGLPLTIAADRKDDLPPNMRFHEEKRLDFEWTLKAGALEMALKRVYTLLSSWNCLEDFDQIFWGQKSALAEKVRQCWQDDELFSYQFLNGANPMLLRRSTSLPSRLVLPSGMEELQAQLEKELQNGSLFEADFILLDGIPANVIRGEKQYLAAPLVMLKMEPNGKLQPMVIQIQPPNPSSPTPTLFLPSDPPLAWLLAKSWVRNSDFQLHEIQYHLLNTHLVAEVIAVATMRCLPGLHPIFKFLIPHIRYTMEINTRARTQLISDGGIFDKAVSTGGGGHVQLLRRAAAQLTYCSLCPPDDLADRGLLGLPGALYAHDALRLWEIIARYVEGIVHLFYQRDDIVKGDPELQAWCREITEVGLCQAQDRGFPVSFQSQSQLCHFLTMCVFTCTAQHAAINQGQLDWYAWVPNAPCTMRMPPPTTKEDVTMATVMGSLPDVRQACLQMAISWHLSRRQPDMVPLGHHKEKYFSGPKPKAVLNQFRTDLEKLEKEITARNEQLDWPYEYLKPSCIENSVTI
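Purified human 12hLO (150 nM), preincubated 15 min with compound, then 40 uM arachidonic acid for 30 min, room temperature, Hepes pH 7.0 with 0.01% Triton X-100. Hydroperoxide detected by ferrous iron/xylenol orange; 573/405 nm absorbance ratio gives reaction progress.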
* hit, by the source's call; ? = inconclusive; . = no result given; [ ] = remark or other dose. Unless noted, calls come from the whole dose curve; as a rule, active = well fitted curve in the direction sought with a large enough effect; inconclusive = small, poorly fitted or top-dose-only effect, or another doubt; inactive = no such curve, though single readings can be large; an effect the other way counts as inactive or inconclusive. Unless noted, % is set by controls: 0 for no effect and ±100 for the full control effect. An excerpt. The share of hits here may be higher or lower than overall.

Every second line gives: IMPase inh, PNC inhibitor, 15-hLO-2 inh, 12-hLO inh
> COc1ccc(-c2cc(=O)oc3c(C)c(OCc4nn[nH]n4)ccc23)cc1
  -14, 19, 12%, -6%
> CCn1c(C)c(C(C)=O)c(N2CCN(c3cccc(Cl)c3)CC2)nc1=S
  23, 6, -20%, -27%
> Fc1ccc(-c2nnn(Cc3nc4ccccc4s3)n2)cc1
  -1, -20, -6%, -11%
> COCCOc1cc(NC(=O)c2sccc2Oc2ccc([N+](=O)[O-])cc2F)c(Cl)cc1Cl
  -16[1.84 µM], -9, 15%[11.4 µM], -15%
> COc1ccc(C(=O)ON=C2CCN(c3ccc([N+](=O)[O-])cc3)CC2)cc1
  -1, 9, -20%, -22%
> Cc1ccc(S(=O)(=O)N2CCN(C(=O)CN3CCOCC3)C2c2ccccc2)cc1 (stereo not drawn)
  ?, 5, -5%, 0%
> CCOC(=O)C1CCCN(C(=O)C2c3ccccc3Oc3ccccc32)C1 (stereo not drawn)
  2, ?, -7%, -2%
> CCOC(=O)Nc1ccc2c(c1)N(C(=O)OCCN(C)C)c1ccccc1CC2
  13, 18, ., 1%
> COc1ccccc1CNC(=O)C1CCCN(S(=O)(=O)c2cccc3cccnc23)C1 (stereo not drawn)
  8, -25, 1%, -3%
> O=C(Nc1ccc(Cl)c(-c2nc3ccccc3[nH]2)c1)c1cccnc1
  12, 11, 16%, -4%

No new results follow: four of the compounds above.
Every second line gives: IMPase inh, PNC inhibitor, 15-hLO-2 inh, 12-hLO inh
> CCOC(=O)C1CCCN(C(=O)C2c3ccccc3Oc3ccccc32)C1 (stereo not drawn)
  2, ?, -7%, -2%
> CCOC(=O)Nc1ccc2c(c1)N(C(=O)OCCN(C)C)c1ccccc1CC2
  13, 18, ., 1%
> COc1ccccc1CNC(=O)C1CCCN(S(=O)(=O)c2cccc3cccnc23)C1 (stereo not drawn)
  8, -25, 1%, -3%
> O=C(Nc1ccc(Cl)c(-c2nc3ccccc3[nH]2)c1)c1cccnc1
  12, 11, 16%, -4%

The listing continues.
Every second line gives: IMPase inh, PNC inhibitor, 15-hLO-2 inh, 12-hLO inh
> CCOc1ccc(N(CC(=O)OC)S(=O)(=O)c2ccc3c(c2)n(C)c(=O)c(=O)n3C)cc1
  5, ?, -2%, -4%
> O=C(NCCCn1ccnc1)c1ccc(Cl)c(S(=O)(=O)N2CCOCC2)c1
  -5, -23, 4%, -5%
> Cc1ccc(CN2CCC(c3nc4ccc(Cl)cc4[nH]3)CC2)cc1
  2, 55, 56%[activator], -14%
> COc1ccc(OC)c(S(=O)(=O)N2CCC(C(=O)Nc3cccc(C(F)(F)F)c3)CC2)c1
  -2, ?, 7%[2.29 µM], -16%
> Cc1cc(F)ccc1S(=O)(=O)Nc1c(C)n(C)n(-c2ccccc2)c1=O
  4, ?, 4%, 3%
> O=C(c1cccc(S(=O)(=O)N2CCCC2)c1)N1CCN(c2ccccc2)CC1
  0, -26, 0%, 3%
> CCSc1nnc(-c2ccccc2N)c(=O)[nH]1
  7, 30, -5%, 0%
> O=C(O)CC1SC(=Nc2ccccc2)N(c2ccccc2)C1=O (stereo not drawn)
  6, ?, -10%, 0%
> COc1ccccc1NC(=O)CSc1nc(C)c2c(c1C#N)CCCC2
  -5, 12, -8%, -4%
> CN1C(c2ccc(F)cc2)=CS/C1=C(/C#N)c1nnc(N2CCOCC2)n1-c1ccccc1
  ., 29, ., 1%

The last 4 entries of the section before open the next one:
Every second line gives: IMPase inh, PNC inhibitor, 15-hLO-2 inh, 12-hLO inh
> CCSc1nnc(-c2ccccc2N)c(=O)[nH]1
  7, 30, -5%, 0%
> O=C(O)CC1SC(=Nc2ccccc2)N(c2ccccc2)C1=O (stereo not drawn)
  6, ?, -10%, 0%
> COc1ccccc1NC(=O)CSc1nc(C)c2c(c1C#N)CCCC2
  -5, 12, -8%, -4%
> CN1C(c2ccc(F)cc2)=CS/C1=C(/C#N)c1nnc(N2CCOCC2)n1-c1ccccc1
  ., 29, ., 1%
> COc1cccc(-c2nnn(CCc3nn[nH]n3)n2)c1
  -1, 9, ., -1%
> O=C1CC(NCc2ccncc2)C(=O)N1c1ccccc1 (stereo not drawn)
  1, 31, 13%, 1%
> O=C(O)c1ccccc1NCn1c(=S)sc2ccccc21
  ., ., -5%[11.4 µM], 0%[11.4 µM]
> O=C(Cn1c(=O)n(-c2ccccc2)c(=O)n1CC(=O)N1CCCCC1)N1CCCCC1
  -4, 3, -4%, 0%
> COc1ccc(CSCC(=O)Nc2ccccc2SC)cc1
  ., 1, ., 1%
> CNS(=O)(=O)c1cccc(C(=O)OCC(=O)Nc2ccccc2OC(F)F)c1
  8, ?, 8%, -2%
> COC(=O)c1[nH]c2ccccc2c1NS(=O)(=O)c1ccc(F)c(C)c1
  3, 1, 2%, -1%
> CCCN1C(=O)/C(=C\c2ccncc2)SC1=Nc1ccccc1
  ., ?, ., 4%
> COCCCNc1nc2c([nH]1)c(=O)[nH]c(=O)n2C
  5, 9, -3%, -2%
> [Li+]
  1, ., -8%, -2%

Next results follow:
Every second line gives: IMPase inh, PNC inhibitor, 15-hLO-2 inh, 12-hLO inh
> CCC(CCC(=O)Nc1nncs1)C(=O)O (stereo not drawn)
  -8, ?, -7%, 6%
> Cc1c(Cl)cccc1NC(=O)CSc1nnc(C)n1-c1ccccc1
  -1, ?, 4%, -3%
> O=C(O)c1cc(S(=O)(=O)NCC2CCCO2)ccc1Cl (stereo not drawn)
  ?, 52, ., 4%
> CC(=O)N1c2c(cc(Br)cc2S(=O)(=O)N2CCN(c3ccccn3)CC2)CC1C (stereo not drawn)
  5, ?, 4%, 0%
> CCS(=O)(=O)N1CCN(C(=O)c2cc(OC)cc(OC)c2)CC1
  -11, 2, -2%, 1%
> CCc1nnc(NC(=O)Cc2ccc(OCc3c(C)noc3C)cc2)s1
  -2, ?, -5%, -1%
> CCC(=O)N(Cc1ccccc1)c1ccccn1
  7, 42, 4%, 1%
> CSc1nc(N(C)NC(=O)c2ccccc2)c2ccccc2n1
  -8, ?, 4%, 1%
> CC(C)CNC(=O)c1noc2c1CCCC2
  ?, ?, -4%, 4%
> On1c(-c2ccccc2)nc2ccc(Cl)cc21
  0, 16, -1%, 5%

Going on with the list:
Every second line gives: IMPase inh, PNC inhibitor, 15-hLO-2 inh, 12-hLO inh
> CN(C)S(=O)(=O)c1cccc(COC(=O)C2=COCCO2)c1
  9, -20, 6%, -2%
> CC(C)CNC(=O)CSc1nc(-c2cccs2)cc(C(F)(F)F)n1
  -2, ?, ., 2%
> COc1ccc(C2=NOC(C(=O)NCc3ccco3)C2)cc1OC (stereo not drawn)
  -3, -87*, 1%, -4%
> Cc1cc(C)cc(NC(=O)CCn2ccnc2C)c1
  15, ?, 17%, 4%
> CCCCN(C(=O)CSc1nnc2ccccn12)c1c(N)n(Cc2ccccc2)c(=O)[nH]c1=O
  ., 101, ., -3%
> O=C(CSCc1cnn(-c2ccccc2)c1-n1cccc1)NCc1ccc2c(c1)OCO2
  -10, -100*, ., -12%
> Cc1oc(-c2ccccc2F)nc1CN1CCC(C(=O)NCCC2=CCCCC2)CC1
  0, -18, 50%[activator], -6%
> COc1ccc(OC)c(CC(NC(C)=O)C(=O)NC2CCN(c3nc(C)cc(C)c3C#N)CC2)c1 (stereo not drawn)
  0, 5, 7%, -3%
> CCOc1cccc2c1OC1(C)CC2NC(=O)N1c1ccc(OC)cc1 (stereo not drawn)
  25, -82*, -1%, -5%
> CCOC(=O)c1ccc(N2C(=O)CC(NC3CCN(C(=O)c4ccc(F)cc4)CC3)C2=O)cc1 (stereo not drawn)
  -2, -1, -15%, -4%

Further records.
Every second line gives: IMPase inh, PNC inhibitor, 15-hLO-2 inh, 12-hLO inh
> CC(=O)c1sc(NC(=O)C2COc3ccccc3O2)nc1C (stereo not drawn)
  ?, ?, ., 1%
> O=C1C2CC=C(Cl)CC2C(=O)N1c1ncn[nH]1 (stereo not drawn)
  ., ?, ., -2%
> CCOC(=O)C1(P(=O)(c2ccc(Cl)cc2)c2ccc(Cl)cc2)CCC1
  12, 49, 5%, -1%
> CN1CCN(C(=O)C2CCCCC2C(=O)O)CC1 (stereo not drawn)
  7, 26, 5%, -2%
> CN1C2=C(C#N)C(c3ccccc3)(C(F)(F)F)NC(=O)N2c2ccccc21 (stereo not drawn)
  7, 23, 0%, 5%
> CN(C(=O)C1CCOC1)c1nnc(C2CCOC2)s1 (stereo not drawn)
  11, 18, -2%, -1%
> O=c1ccn(Cc2ccc(F)cc2)c2ccnc(C(F)(F)F)c12
  ., 3, ., 0%
> CN1C(=O)CC(N2CCN(Cc3ccc(Cl)cc3)CC2)C1=O (stereo not drawn)
  0, -16, 11%, ?
> O=C(c1cccc([N+](=O)[O-])c1)N1CCOCC1
  ., 30, ., -1%
> CCOC(=O)c1cccc2c(=O)c(C(=O)c3ccc(Cl)cc3)c(C(=O)OC)[nH]c12
  ., ?, ., -2%

Next part
Every second line gives: IMPase inh, PNC inhibitor, 15-hLO-2 inh, 12-hLO inh
> CCOC(=O)C(NCc1ccccc1OC)(NC(=O)CC)C(F)(F)F (stereo not drawn)
  1, 67, 3%, 3%
> O=C1OC(Nc2ccc(Br)cn2)c2ccccc21 (stereo not drawn)
  -14, 5, -4%, -3%
> COc1ccc(CCNC(=O)COC(=O)c2ccc(Br)o2)cc1
  2, 24, 4%, 8%
> O=C(NC(=S)N1CCN(C/C=C/c2ccccc2)CC1)c1c(F)cccc1F
  ., 26, ., -7%
> COc1ccc(-n2c(=O)cnc3cnc(N4CCNCC4)nc32)cc1
  ., ., -2%, 3%
> C=CCN(CC=C)C(=O)C1CCC(C(=O)N(CC=C)CC=C)CC1 (stereo not drawn)
  0, -88*, 5%, 1%
> O=C1CCCc2nc(N3CCN(c4ccccc4)CC3)ncc21
  -8, 7, 2%, -3%
> CN(c1nc2ccccc2n2c(-c3ccco3)nnc12)S(=O)(=O)c1ccccc1
  2, ?, 5%, -3%
> CCN1C2=NCCCN2c2cc(C)c(C)cc21
  2, 3, 15%, 1%
> Cc1ccccc1NC(=O)c1ccc(N/N=C/c2ccccc2O)c([N+](=O)[O-])c1
  0, 38, -24%, -2%

Carrying on.
Every second line gives: IMPase inh, PNC inhibitor, 15-hLO-2 inh, 12-hLO inh
> Cc1cc(C)c(C#N)c(Oc2ccccc2)n1
  2, -14, -8%, 6%
> CCc1cc2ccccc2nc1SCC(=O)Nc1cc(C)on1
  -10, 14, -4%, -2%
> CCOC(=O)Cc1csc(NS(=O)(=O)c2ccc(F)cc2)n1
  2, 2, -3%, 2%
> CCCCCCCCc1nnc(NC(=O)c2ccco2)s1
  -2, -14, -12%, 2%
> Cc1ccc(C(C)C)c(OCc2nnc3n2CCCCC3)c1
  8, ?, 8%, -2%
